# Screening data (PubChem)
# GCN5L2 inh: GCN5L2 (KAT2A) acetyltransferase inhibition. Q92830. GCN5L2 HAT assay, ThioGlo1 CoA-SH fluorescence. Potency, µM (doses to about 58.9 µM), without a hit: at the highest dose activity change, negative = inhibition, actives largely listed as inhibitors. hit rate 0.21% among 390,000. AID 504327
# Target sequence (Q92830 whole entry, looked up): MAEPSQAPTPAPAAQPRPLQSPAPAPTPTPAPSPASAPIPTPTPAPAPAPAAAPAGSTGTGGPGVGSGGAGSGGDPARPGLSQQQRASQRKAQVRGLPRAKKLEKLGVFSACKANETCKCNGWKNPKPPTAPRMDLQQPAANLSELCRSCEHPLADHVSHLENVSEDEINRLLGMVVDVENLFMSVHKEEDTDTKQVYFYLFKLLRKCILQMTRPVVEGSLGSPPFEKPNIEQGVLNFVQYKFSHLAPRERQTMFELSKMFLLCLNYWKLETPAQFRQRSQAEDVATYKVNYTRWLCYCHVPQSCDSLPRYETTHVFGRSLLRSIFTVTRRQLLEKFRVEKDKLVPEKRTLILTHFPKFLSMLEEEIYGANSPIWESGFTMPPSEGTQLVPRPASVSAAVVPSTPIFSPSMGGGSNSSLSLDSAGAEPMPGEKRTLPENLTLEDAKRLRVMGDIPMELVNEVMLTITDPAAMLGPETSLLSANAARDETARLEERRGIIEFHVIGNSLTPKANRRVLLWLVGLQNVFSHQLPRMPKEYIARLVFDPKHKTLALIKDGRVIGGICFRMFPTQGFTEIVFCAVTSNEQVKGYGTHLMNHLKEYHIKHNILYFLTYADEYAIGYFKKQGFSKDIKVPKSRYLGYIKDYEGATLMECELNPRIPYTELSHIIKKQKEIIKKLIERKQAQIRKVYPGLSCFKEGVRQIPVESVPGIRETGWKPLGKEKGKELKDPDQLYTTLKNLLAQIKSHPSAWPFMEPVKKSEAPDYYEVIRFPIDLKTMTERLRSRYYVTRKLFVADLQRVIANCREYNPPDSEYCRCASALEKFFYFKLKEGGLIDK
#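 Preincubate 20nM GCN5L2 with compound 15 min, RT → add 50uM ThioGlo1 + 75uM H3(1-25) + 70uM acetyl-CoA → read fluorescence 0 and 20 min. Primary qHTS; fluorescent artifacts likely.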
# TDP1 inh: inhibitors of human tyrosyl-DNA phosphodiesterase TDP1; Q9NUW8; recombinant TDP1, AlphaScreen DNA substrate cleavage; Potency, µM (top dose mostly 130 µM), for the others: at the highest dose activity change, negative = inhibition, usual class: inhibitors; hit rate 0.28% among 350,000; AID 485290; also: nearly all actives have a fitted effect of over 40% in size
#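 Enzyme-compound mixtures sat 15 min at room temperature, followed by a 5 min reaction with 15 nM final substrate and 10 min with AlphaScreen beads. Recombinant human Tdp1 was used at 1 nM final.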
# DT40 TDP1 no CPT: qHTS for Inhibitors of human tyrosyl-DNA phosphodiesterase 1 (TDP1): qHTS in cells in absence of CPT. DT40 Tdp1-/- hTDP1 cells, no CPT, ATP luminescence, 48 h. Potency, µM (highest dose often 46.2 µM), inactives show at the top dose activity change, negative = growth inhibition, actives largely listed as inhibitors. hit rate 15% among 420,000. AID 686978, 2013; also: nearly all actives have a fitted effect of over 55% in size
#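 Growth of hTDP1-complemented DT40 Tdp1-knockout cells is measured by ATP luminescence after at least 48 hr compound exposure at 37 °C, with DMSO substituting for the 20 nM CPT used in the parallel screen.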
# The depositor's hits bear a star; ? = inconclusive; nt = no result given; & = joins results of further samples; [ ] = dose if it differs, or a comment. Calls follow the shape of the dose curve; as a rule, active = well fitted curve in the direction sought with a large enough effect; inconclusive = small, poorly fitted or top-dose-only effect, or another doubt; inactive = no such curve, though single readings can be large; an effect the other way counts as inactive or inconclusive. % is scaled to controls: 0 for no effect and ±100 for the full control effect; potency is read from the fitted curve at half-maximal effect. An excerpt; rates above refer to the full screens.
Compound | GCN5L2 inh | TDP1 inh | DT40 TDP1 no CPT
Cc1ccc(S(=O)(=O)/N=C(/Nc2nc(C)cc(C)n2)N2CCOCC2)cc1 | 0% | 4% | 2%
Nc1ncnc2c1ncn2[C@@H]1O[C@H](CNCc2ccccc2OCC(=O)N2CCCCC2)[C@@H](O)[C@H]1O | 3% | -2% | -10%
CCNc1c2c(nc3ccccc13)CC(C)(C)CC2=O | -26% | -5% | ?
COc1ccccc1C(=O)Nc1ccnn1C1CCN(CCCc2ccccc2)CC1 | 0% | 1% | ?
CC1CCCC(NC(=O)COC(=O)CCC2CCCC2)C1C (stereo unspecified) | -1% | 2% | -2%
CN(C)CCCn1c(=O)n(Cc2ccccc2)c(=O)c2c3c(sc21)CCCCC3 | -4% | nt | ?
Cc1noc(C)c1C(=O)Nc1c(F)cc(F)cc1Br | -6% | 0% | 9%
Cc1cccc(-c2nc3ccccc3c(=O)n2NC(=S)N(C)C)c1 | -1% | 5% | 8.2µM*
CCN(C(=O)C1CCN(S(=O)(=O)c2ccc3c(c2)CCCN3C(=O)C2CCC2)CC1)c1cccc(C)c1 | 0% | 3% | 18µM*
CCOc1ccc(-n2nc(C(=O)NCCOC)c3ccccc3c2=O)cc1 | 3% | 4% | ?
CCOc1ccc(S(=O)(=O)Nc2nc3ccccc3nc2-n2ccc(=NC(=O)c3ccccc3C)cc2)cc1 | -10% | 4% | -1%
CC(=O)NC1(c2cccc(F)c2)CCN(C(=O)Nc2ccc(C#N)cc2)CC1 | -6% | 4% | 0%
COc1ccccc1-n1nnnc1SCC(=O)N(C)C1CCS(=O)(=O)C1 (stereo unspecified) | -7% | 0% | 16%
COc1cc(C2C(C(C)=O)=C(O)C(=O)N2CCN(C)C)ccc1O (stereo unspecified) | -13% | -3% | -10%
O=C(Nc1ccc(S(=O)(=O)N2CCOCC2)cc1)C1CCCCC1 | ? | 5% | -19%
NNC(=O)c1cccc(S(=O)(=O)Nc2cc(Cl)ccc2Cl)c1 | -13% | -1% | 6%
CCC(C)(C)NC(=O)C(c1cccn1C)N(Cc1ccc(C)cc1)C(=O)Cn1nnc2ccccc21 (stereo unspecified) | -18% | -2% | ?
COc1cccc(C(=O)NCc2ccco2)c1OC | -2% | nt | 1%
Cc1cccc(OCC(=O)Nc2ccccc2C(=O)N2CCOCC2)c1 | -4% | 3% | -27%
COc1cc(C)ccc1OCC(=O)OCC(=O)c1cc(C)n(CC2CCCO2)c1C (stereo unspecified) | -6% | 2% | 5%
COC(=O)c1ccc(NC(=O)C2C3C=CC(O3)C2C(=O)O)cc1 (stereo unspecified) | -9% | 0% | -6%
Cc1c(C(=O)Nc2ccccn2)oc2c(Cl)cccc12 | -3% | nt | ?
COc1ccc(OC)c(C2Nc3c(C)cc(C)cc3-c3cc(C)nn32)c1 (stereo unspecified) | -11% | 7% | 21µM*
NS(=O)(=O)c1ccc(NC(=O)/C=C/c2ccc3c(c2)OCO3)cc1 | -9% | 0% | -10%
CCOc1ccc(C(=O)NCCc2ccccc2)cc1 | 1% | 3% | -2%

# Record cards, from the list above. Values in the order: GCN5L2 inh	TDP1 inh	DT40 TDP1 no CPT
# COC(=O)c1ccc(NC(=O)C2C3C=CC(O3)C2C(=O)O)cc1 (stereo unspecified) is entered as -9%	0%	-6%
# CCOc1ccc(S(=O)(=O)Nc2nc3ccccc3nc2-n2ccc(=NC(=O)c3ccccc3C)cc2)cc1 is entered as -10%	4%	-1%
# O=C(Nc1ccc(S(=O)(=O)N2CCOCC2)cc1)C1CCCCC1 is entered as ?	5%	-19%

# More results follow:
Compound | GCN5L2 inh | TDP1 inh | DT40 TDP1 no CPT
CCc1ccc(N=C2NC(=O)/C(=C/c3cc(Br)c(OCC(=O)O)c(OC)c3)S2)cc1 | ? | -8% | -2%
CC(OC(=O)c1ccccc1)C(=O)NCCC1=CCCCC1 (stereo unspecified) | -6% | 2% | -19%
Cc1ccc(S(=O)(=O)N(C)C)cc1NC(=O)C(C)N(C)CCOc1ccc(Cl)cc1 (stereo unspecified) | -6% | -10%[0.0935 µM] | 29µM*
N=c1ncn(CC(O)CN2CCOCC2)c2nc(N3CCOCC3)[nH]c12 (stereo unspecified) | -1% | 2% | 8%
O=C(Cn1nc(-c2ccccc2)ccc1=O)Nc1ccc(-n2cnnn2)cc1 | -3% | 4% | -22%
Cc1ccc(NC(=O)CSc2nnc(-c3cccnc3)s2)cc1 | 0% | 5% | -4%
O=C1CC(C2CCCO2)C(=O)N1c1cccc(Cl)c1 (stereo unspecified) | 1% | 4% | -14%
Cc1cc(C)c(NC(=O)CSc2nnc(CNC(=O)c3ccccc3F)o2)c(C)c1 | ? | -3% | 5%
CCN1CCN(/C=N/c2nc3c(s2)CCCC3)CC1 | -5% | 2% | -14%
Cc1ccc(C(=O)Nc2cc(S(=O)(=O)N3CCOCC3)ccc2N2CCCC2)cc1 | 1% | 2% | ?
CCOC(=O)N1CCN(C(=O)CN(c2ccc(C)c(C)c2)S(=O)(=O)c2ccccc2)CC1 | 0% | -3% | -13%
Cc1cccc(C)c1NC(=O)COC(=O)[C@@H]1CCCN1C(=O)c1cccs1 | -5% | -2% | 7%
Cn1c(SCC(=O)NC(C)(C)C)nc(O)cc1=O | -5% | -1% | -5%
Cc1ccc(S(=O)(=O)N2CCN(C(=O)CN3C(=O)NC4(CCCC4)C3=O)CC2)c(C)c1 | -9% | nt | -24%
COCCNC(=O)CN(CCc1ccccc1)S(=O)(=O)c1ccc(OC)cc1 | -6% | 5% | 4%
COc1ccccc1CNC(=O)COc1ccc(S(=O)(=O)N2CCOCC2)cc1 | -5% | -4% | -16%
CCCN(CCC)C(=O)CSc1nc2sc3c(c2c(=O)n1-c1ccccc1)CCN(C(C)=O)C3 | -2% | 3% | -26%
CN(CC(=O)Nc1ccccc1C(F)(F)F)C(=O)c1cc([N+](=O)[O-])ccc1N1CCOCC1 | -14% | 3% | -1%
O=C(NN=C1CCC(c2ccccc2)CC1)c1cc2c(s1)CCCC2 (stereo unspecified) | -2% | 5% | -23%
CCCCN(C)C(=O)CCCc1c[nH]c2ccccc12 | 3% | 1%[56.1 µM] | ?
Cc1ccc(S(=O)(=O)N2CCOCC2)cc1NC(=O)COC(=O)Cc1ccsc1 | -11% | -3% | 2%
COC(=O)c1c(/N=C/NOCc2ccc(Cl)cc2)sc2c1CCN(c1ncc(C(F)(F)F)cc1Cl)C2 | -5% | 2% | -30%
COc1ccc(CNC(=O)C2=CCN(S(=O)(=O)c3ccc(C)cc3)CC2)cc1 | -22% | nt | -20%
CCC1=C(OC(=O)N(CC)CC)N2C(=O)OC(=NCCOC)[C@]2(Cc2ccccc2)[C@H]2C1=CC[C@H]1C(=O)N(CC)C(=O)[C@H]12 | -11% | 2%&2% | -5%
CCCc1cc(=O)[nH]c(SCC(=O)Nc2ccc(OCc3ccccc3)cc2)n1 | 0% | 0% | ?

# (more compounds)
SMILES	GCN5L2 inh	TDP1 inh	DT40 TDP1 no CPT
Cc1ccc(S(=O)(=O)N2CCN(C(=O)c3sccc3C)CC2)cc1	-8%	-1%	-18%
COc1cc2c(CCNC(C)=O)c[nH]c2cc1O	-4%	6%[56.1 µM]	-4%
CC(=O)C[C@H](O)CC(=O)[C@@H]1OC(=O)CCCCCCCCc2ccccc21	-9%	0%	-21%
CCOC(=O)c1c(NC(=O)CSc2ncnc3ccccc23)sc(C)c1C	-1%	3%	15µM*
CCCC(C)NC(=O)CN(c1ccc2c(c1)OCCO2)S(=O)(=O)c1ccccc1 (stereo unspecified)	1%	3%	-22%
Cc1cc(=O)n2nc(N(C)CC(=O)NCc3cccc(Br)c3)sc2n1	-6%	-3%	-12%
CC(C)C(=O)N1CCN(c2ccccc2NC(=O)c2ccc(C#N)cc2F)CC1	-3%	1%	-22%
Cc1cc2ccc(C)c(C)c2nc1SCC#N	-10%	2%	0%
CCCOC(=O)C1=C(C)NC(=O)NC1c1cc2c(cc1Br)OCO2 (stereo unspecified)	-8%	5%	-15%
COc1ccc(C(=O)c2cn(Cc3ccccc3F)c3cc4c(cc3c2=O)OCCO4)cc1OC	-8%	9%	21µM*
CCOc1ccc(C(=S)N2CCN(C)CC2)cc1	4%	0%	0%
Cc1ccc(NC(=O)c2c(F)cccc2Cl)cc1NS(C)(=O)=O	-6%	1%	-7%
OC1(c2ccccc2)C/C(=N\n2cnnc2)C=C1c1ccccc1 (stereo unspecified)	-1%	7%	-3%
COc1ccc(C(=O)Oc2c(C)occc2=O)cc1OC	-25%	9%	-3%
COc1cccc(C2c3[nH]c4ccccc4c3C[C@H]3C(=O)N(c4ccccc4C(=O)N4CCCC4C(=O)O)C(=O)N23)c1 (stereo partly specified)	-14%	nt	-4%
COc1ccc(N2CCN(c3cc(C)c4cccc(C)c4n3)CC2)cc1	-8%	6%	-25%
CCOc1ccccc1NC(=O)CN1CCCCCC1	1%	14µM*	?
COc1cccc(NC(=O)CSc2nc3c([nH]c4ccccc43)c(=O)n2-c2ccccc2)c1	-3%	8%	?
CCOC(=O)c1ccc(NC(=O)c2c(NC(=O)CCC(=O)O)sc3c2CCCCC3)cc1	-2%	7%	29µM*
CCOC(=O)/C(=N\Nc1cc(Cl)ccc1Cl)N1CC(C)OC(C)C1 (stereo unspecified)	-17%	5%	?
CCC(CC)C(=O)NC12CC3CC(CC(C3)C1)C2	-8%	2%	-20%
O=C1CSC2(C(=O)N(Cc3ccccc3)c3ccccc32)N1c1ccc(Cl)cc1 (stereo unspecified)	-1%	5%	21µM*
Cc1cc(C)c(C)c(S(=O)(=O)N2CCN(C(=O)c3ccc4c(=O)n5c(nc4c3)CCC5)CC2)c1C	5%	nt	?
NC(=O)CC(CC(=O)OCc1ccccc1)c1ccccc1 (stereo unspecified)	-11%	nt	-19%
COc1ccccc1NC(=O)CSC1CC(=O)N(c2ccc3c(c2)OCO3)C1=O (stereo unspecified)	1%	-2%	6.5µM*
O=C(O)/C=C\C(=O)Nc1ccc(Oc2ccccc2)cc1	-8%	6%	-2%
CSc1cccc(NS(=O)(=O)c2ccc(-c3coc(C)n3)cc2)c1	-10%	5%	15µM*
COc1ccc(Cc2noc(COc3ccc(Cl)cc3)n2)cc1	-1%	-13%	-12%
COc1ccc(-n2cccc2C=O)cc1	1%	1%	-25%
O=C(CSc1nc2c(sc3ccccc32)c(=O)n1CCc1ccccc1)NCc1ccco1	-12%	-4%	?

# Exported with two lines to a compound: entries from further up.
# Results follow in this order: GCN5L2 inh, TDP1 inh, DT40 TDP1 no CPT
CCNc1c2c(nc3ccccc13)CC(C)(C)CC2=O
  -26%, -5%, ?
COc1ccccc1C(=O)Nc1ccnn1C1CCN(CCCc2ccccc2)CC1
  0%, 1%, ?
CC1CCCC(NC(=O)COC(=O)CCC2CCCC2)C1C (stereo unspecified)
  -1%, 2%, -2%

# More structures.
SMILES	GCN5L2 inh	TDP1 inh	DT40 TDP1 no CPT
CN1CC(=O)N(CC(=O)Nc2cccc3ccccc23)C1=O	4%	1%	4%
COc1ccc(S(=O)(=O)N(C)C)cc1NC(=O)CSc1nc(N)cc(N)n1	-2%	6%	-5%
Cc1ccc(OCC(=O)Nc2c[nH]c(=O)[nH]c2=O)cc1C	-4%	-1%	1%
COc1ccc(S(=O)(=O)N(C)c2ccc(C(=O)N3CCC(C(N)=O)CC3)cc2)cc1	-3%	2%	?
Cc1ccccc1C(=O)NNC(=O)c1cccc(Br)c1	-18%	nt	1%
CCOC(=O)c1c(C)cc(=O)oc1C	0%	4%	-7%
CCOC(=O)C1=C(C)NC(SCC(N)=O)=C(C#N)C1c1ccncc1 (stereo unspecified)	-4%	6%	-2%&-2%
Cc1c(C(=O)N2CCC(C)CC2)sc2ncn(CC(=O)N3CCC(C)CC3)c(=O)c12	-5%	7%	27%
O=C(Cn1nnc(-c2ccc(F)cc2)n1)Nc1ccc2c(c1)OCCO2	-11%	2%	15%
CCOc1ccc(CN2CCN(S(=O)(=O)c3ccc(Cl)cc3)CC2)cc1	-8%	?	?
NC(=O)N1CCC2(CC1)NC(=O)N(c1ccccc1)N2	4%	1%	-3%
C#CCOCCOCCOCCNc1nc(N2CCN(C(=O)[C@H](CCC(=O)O)n3cc(C(N)Cc4ccc(O)cc4)nn3)CC2)nc(N2CCN(C(=O)[C@H](CCC(=O)O)n3cc(C(N)CC(C)C)nn3)CC2)n1 (stereo partly specified)	-6%	5%	?
O=C(C1=C[C@H](c2ccc(Br)cc2)C[C@H](OCCCCO)O1)N1CCOCC1	5%	1%	7%
CC1CCN(C(=O)COC(=O)c2c[nH]c3ccccc23)CC1	-1%	2%	-30%
